Bioassay records from PubChem.
EPAC1 antag: EPAC1 (human) antagonism | Potency, µM (top dose mostly 115 µM), without a hit: at the top dose activity change, negative = inhibition, usual class: inhibitors | 360,000 tested, 0.14% active | AID 720709 | O95398 | EPAC1 GEF assay, Rap1b-BODIPY-GDP exchange fluorescence;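 also: potency is read from the fitted curve at half-maximal effect; plate controls were vehicle for no effect and positive control for full effect; nearly all actives have a fitted effect of over 50% in size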
IL2 activator: IL-2 activation; IL-2 activation reporter assay, cell-based qHTS; stimulated with anti-CD3/CD4/CD28 beads; in transgenic mouse T cells; activation, % (series mostly up to about 46 µM); 360,000 tested, 0.065% active; in the data active = activation above about 50%; inconclusive = mostly about 30% to 49%; also: 0% is about no effect
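Screening format: compound pinned onto unstimulated transgenic mouse T cells, 60 min incubation, then anti-CD3/anti-CD4/anti-CD28 bead stimulation for 18 hours at 37 degrees C, followed by EGFP and DsRed detection.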
PI5P4K alpha inh: inhibitors of human PI5P4K alpha; P48426; PI5P4Kalpha enzyme, ADP-Glo luminescence, 60 min; hits give low values; max response, %; 330,000 tested, 1.2% active; AID 652105; active = max response of -50% or lower; inconclusive = between -30% and -50%; inactive = -30% or higher; also: value at the top dose of about 77 µM; % is scaled to controls: 0 for no effect and ±100 for the full control effect
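Controls without substrate or without enzyme flank wells where PI5P4Kalpha converts substrate using 5 microM ATP (final). Incubation lasts 60 minutes at room temperature; ADP formed is read by ADP-Glo luminescence.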
CCT chaperon mod: modulators of cytosolic chaperonin (CCT/TRiC) activity | purified chaperonin ATPase assay, HTRF ADP detection, 30 min | activity change, % (test concentration not listed), hits read low | 360,000 tested, 0.3% active; in the data active = activity change below about -30%; also: % is scaled to controls: 0 for no effect and ±100 for the full control effect
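Enzyme 40 or 20 nM (batch-dependent) in Tris pH 7.4/KCl/MgCl2/DTT; cpd 76 uM single point; ATP 10 uM; 30 min 37 °C; Transcreener ADP HTRF detection, 30 min RT; ratio 665/615.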
EPAC2 ag: activates human EPAC2 exchange factor; Q8WZA2; EPAC2 activation, biochemical qHTS; response scale: 100% = 6.5 mM cAMP response; Potency, µM (titrated, usually from 154 µM), for inactives: top-dose activation, hits mostly activators; 360,000 tested, 0.079% active; also: potency is read from the fitted curve at half-maximal effect; nearly all actives have a fitted effect of over 50% in size
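Compounds were titrated in qHTS against a Rap1B-BODIPY-GDP (250 nM) complex with EPAC2 (100 nM) and GDP (50 uM). BODIPY-GDP release tracked at 480/540 nm over 30 min at room temperature, normalized to 6.5 mM cAMP.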
WRN inhibitor: WRN helicase (human) inhibition; Potency, µM (series often up to 114 µM), without a hit: top-dose activity change, negative = inhibition, actives largely listed as inhibitors; 360,000 tested, 0.46% active; WRN helicase unwinding, fluorescent forked duplex, kinetic; also: potency is read from the fitted curve at half-maximal effect; % is scaled to controls: 0 for no effect and ±100 for the full control effect; nearly all actives have a fitted effect of over 55% in size
Target sequence (Q14191 whole entry, looked up): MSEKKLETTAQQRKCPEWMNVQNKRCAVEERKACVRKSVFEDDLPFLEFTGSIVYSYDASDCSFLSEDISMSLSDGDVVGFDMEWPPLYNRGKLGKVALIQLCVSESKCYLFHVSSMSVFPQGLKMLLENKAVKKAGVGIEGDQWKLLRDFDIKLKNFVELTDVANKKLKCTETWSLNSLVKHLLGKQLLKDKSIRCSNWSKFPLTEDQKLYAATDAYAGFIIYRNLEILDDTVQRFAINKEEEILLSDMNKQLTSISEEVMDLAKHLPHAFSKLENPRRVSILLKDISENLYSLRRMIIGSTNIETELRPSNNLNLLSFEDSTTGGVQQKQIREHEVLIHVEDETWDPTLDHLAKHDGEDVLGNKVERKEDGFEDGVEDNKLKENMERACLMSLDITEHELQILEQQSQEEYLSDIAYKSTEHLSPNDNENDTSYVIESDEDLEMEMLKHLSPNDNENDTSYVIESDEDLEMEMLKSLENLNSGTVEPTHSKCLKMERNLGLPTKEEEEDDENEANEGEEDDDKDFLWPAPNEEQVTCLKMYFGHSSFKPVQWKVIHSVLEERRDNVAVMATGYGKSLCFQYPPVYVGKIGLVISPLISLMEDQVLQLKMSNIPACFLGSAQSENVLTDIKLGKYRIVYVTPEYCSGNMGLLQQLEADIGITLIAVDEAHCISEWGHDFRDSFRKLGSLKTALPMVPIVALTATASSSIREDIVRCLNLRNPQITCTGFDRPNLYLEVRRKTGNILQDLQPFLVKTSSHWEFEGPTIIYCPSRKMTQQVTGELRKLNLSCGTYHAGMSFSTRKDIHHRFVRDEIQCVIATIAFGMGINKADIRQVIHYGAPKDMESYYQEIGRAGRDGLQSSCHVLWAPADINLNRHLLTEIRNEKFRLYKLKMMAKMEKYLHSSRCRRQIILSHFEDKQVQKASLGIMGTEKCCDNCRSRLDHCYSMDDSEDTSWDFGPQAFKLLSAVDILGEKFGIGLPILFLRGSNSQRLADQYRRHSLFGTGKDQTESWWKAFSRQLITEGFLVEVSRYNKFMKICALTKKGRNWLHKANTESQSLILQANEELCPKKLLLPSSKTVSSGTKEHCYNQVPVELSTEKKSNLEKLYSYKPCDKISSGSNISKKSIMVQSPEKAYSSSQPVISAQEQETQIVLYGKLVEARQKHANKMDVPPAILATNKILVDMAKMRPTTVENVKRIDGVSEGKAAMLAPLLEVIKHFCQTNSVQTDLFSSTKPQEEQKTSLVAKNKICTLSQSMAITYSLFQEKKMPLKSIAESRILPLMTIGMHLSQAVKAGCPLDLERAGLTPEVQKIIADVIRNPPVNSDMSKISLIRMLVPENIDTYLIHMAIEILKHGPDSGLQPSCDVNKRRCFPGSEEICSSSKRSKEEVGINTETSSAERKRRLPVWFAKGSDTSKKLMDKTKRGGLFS
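Screening of the MLSMR collection measured strand separation of a quenched forked DNA duplex (100 nM) by 20 nM WRN with 2 mM ATP, all final. Compounds were preincubated with enzyme 15 min at room temperature.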
PLK1 PBD inh: PLK1 (human) polo-box domain binding inhibition | P53350 | Plk1 PBD binding of FITC phosphopeptide, fluorescence polarization | Potency, µM, without a hit: max response, negative = inhibition, hits mostly inhibitors | 360,000 tested, 2.8% active | AID 720504; also: potency is read from the fitted curve at half-maximal effect; series mostly up to about 57 µM; % is scaled to controls: 0 for no effect and ±100 for the full control effect; nearly all actives have a fitted effect of over 65% in size
EPAC1 ag: EPAC1 (human) agonism; O95398; EPAC1 agonist qHTS, biochemical assay; response scale: 100% = response to 6.5 mM cAMP; Potency, µM (top dose mostly 154 µM), for the others: at the top dose activation, hits mostly activators; 360,000 tested, 0.073% active; AID 720707; also: potency is read from the fitted curve at half-maximal effect; nearly all actives have a fitted effect of over 60% in size
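Fluorescent GDP-exchange assay: 100 nM EPAC1 with 250 nM Rap1B preloaded with BODIPY-GDP and 50 uM GDP; compounds tested as concentration series, 5 min at room temperature, then read every 5 min for 30 min (ex 480/em 540 nm); normalized to 6.5 mM cAMP.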
* marks the source's active call; other numbers are inactive results; ? = inconclusive; · = not tested or not shown; [ ] = dose if it differs, or a comment. Unless noted, calls follow the shape of the dose curve; as a rule, active = well fitted curve in the direction sought with a large enough effect; inconclusive = small, poorly fitted or top-dose-only effect, or another doubt; inactive = no such curve, though single readings can be large; an effect the other way counts as inactive or inconclusive. A portion of the library; the hit share may differ from the screen's.

SMILES	EPAC1 antag	IL2 activator	PI5P4K alpha inh	CCT chaperon mod	EPAC2 ag	WRN inhibitor	PLK1 PBD inh	EPAC1 ag
COc1ccc2[nH]cc(CCNC(=O)COc3cc(C)cc4oc(=O)cc(C)c34)c2c1	-12%	-0.7	1	-0.6	8%	-2%	-15%	-26%
S=c1[nH]nc(-c2ccccc2)n1Cc1ccccc1	-2%	-1.3	0	-0.2	3%	7%	-9%	-2%
O[C@@H]1C[C@H](c2ccc(Cl)cc2)N(Cc2cccs2)C[C@H]1n1cc(-c2ccc(F)cc2)nn1	7%	-1.9	-1	1.3	14%	-1%	-13%	2%
O=C(COC(=O)c1cc(-c2cccs2)nc2ccccc12)NCc1ccco1	-3%	-0.4	?	-1.0	7%	?	?	4%
CC(=O)c1ccc(N=C2SCCCN2C(=O)C2CCCC2)cc1	-19%	2.3	-4	2.6	5%	9%[57.1 µM]	9%	-2%
Cc1cc(=O)oc2cc(OCC(=O)Nc3cccc(S(=O)(=O)N(C)C)c3)ccc12	-23%	0.7	-4	1.4	-6%	4%	-12%	-7%
O=C(NCc1ccco1)C(Cc1ccccc1)N1C(=O)c2ccccc2C1=O (centres undefined)	6%	-0.4	4	1.9	3%	-14%	-27%	-15%
COc1ccc(C(=O)Nc2ccc(S(=O)(=O)NC(C)=O)cc2)cc1	-10%	-0.5	·	-2.5	-1%	-8%	-29%	2%
Cc1ccc(N(CC(=O)N2CCc3ccccc32)C2=NC(=O)CS2)cc1	10%	-3.3	-4	-1.6	2%	8%	-6%	-4%
COc1ccc(C)cc1S(=O)(=O)Nc1ccccc1C	3%	-3.2	11	-0.7	-4%	2%	-10%	1%
CCN1C(N(C)CCc2c[nH]c3ccccc23)=N[C@@H](c2cccc(C(F)(F)F)c2)C(C(=O)OC)=C1C	-17%	-0.4	-18	2.2	1%	-3%	3%	-20%
O=S(=O)(NCCc1csc(-c2cccnc2)n1)c1cccs1	16%	1.8	0	-1.5	?	-1%	-9%	7%
Cc1ccc(-c2noc(-c3ccoc3C)n2)cc1	-18%	-1.7	35	-5.5	10%	-9%	-10%	2%
Cc1ccc(C(=O)CSc2nnc(-c3ccco3)n2C)cc1	2%	-2.7	-56*	0.4	10%	?	6µM*	4%
O=C(c1ccc(Br)cc1)N(C1=NCCCCS1)c1ccccc1	-14%	1.3	20	-0.3	-82%[15.6 µM]	3%	-1%	0%
Cc1ccc(S(=O)(=O)NCc2ccc(C(=O)N(C)CCC#N)cc2)cc1	-14%	0.1	1	-1.1	2%	-1%	-3%	0%
S=C1NCCNC(=S)NCCOCCN1	4%	1.2	-3	0.3	1%	5%	0%	7%
Cc1ccc(S(=O)(=O)N2CCOCC2)cc1NC(=O)CNCC1CCCCC1	-15%	-0.7	-11	-0.4	-1%	3%	0%	0%
COc1ccccc1-c1nc(C#N)c(N2CC(C)CC(C)C2)o1 (centres undefined)	-15%	-1.1	-9	-2.0	-5%	-2%	-4%	-9%
COc1ccccc1-c1cc(C(=O)N2CCN(c3ccc(F)cc3)CC2)no1	-2%	-2.1	·	0.0	18%	-4%	-6%	9%
C/C(=C(\C#N)C(=O)NCc1ccccc1)N(C)C	10%	-0.5	3	-2.5	-8%	6%	0%	8%
CN1OC[C@@H]2CN(C(=S)Nc3ccc(C#N)cc3)[C@H](c3ccc(N4CCCCC4)cc3)C[C@@H]21	4%	-0.7	0	-1.9	12%	-1%	-14%	9%
COc1cccc(NC(=O)CCC(=O)Nc2ccc3nc(N4CCOCC4)cc(C)c3c2)c1	7%	-1.8	-6	-0.4	-3%	-5%	1%	-10%
O=C(NNC(=O)c1cc(S(=O)(=O)N2CCCCC2)ccc1Cl)c1ccccc1O	-4%	0.4	-1	-2.1	-3%	9%	-1%	-19%
COC(=O)C(Cc1ccccc1)NC(=O)CCc1c[nH]c2ccccc12 (centres undefined)	-13%	0.0	-4	-1.4	1%	0%	-5%	1%
Further records
SMILES	EPAC1 antag	IL2 activator	PI5P4K alpha inh	CCT chaperon mod	EPAC2 ag	WRN inhibitor	PLK1 PBD inh	EPAC1 ag
CS(=O)(=O)Oc1ccc(/C=C2\C(=N)N3N=C(CC(=O)N4CCOCC4)SC3=NC2=O)cc1Cl	-8%	-0.6	2	1.7	3%	-7%	0%	-9%
Cc1cccc(N(CC(=O)NC(C)C)C(=O)c2ccc(N3CCCC3)nc2)c1	-6%	-0.8	2	-35*	12%	6%	-8%	6%
CSc1cccc(N2CC(C(=O)N(Cc3nnc(-c4ccccc4Cl)o3)C3CC3)CC2=O)c1 (centres undefined)	?	-1.1	7	1.8	6%	-13%	-1%	6%
CC1CC(C)CN(S(=O)(=O)c2ccc(NC(=O)C3COc4ccccc4O3)cc2)C1 (centres undefined)	-9%	-3.3	-5	-3.4	12%	0%	2%	1%
Cc1ccc(S(=O)(=O)Nc2cccc(C(=O)N3CCCC3)c2)cc1F	7%	0.4	8	2.8	3%	-3%	-2%	-4%
Cc1nc([N+](=O)[O-])c(SCC(O)CCl)n1Cc1ccc(Cl)cc1 (centres undefined)	-5%	0.7	9	-3.2	2%	9%[57.1 µM]	-8%	8%
Cc1nc(N(C)Cc2ccccc2)c2c(C)c(C)sc2n1	-4%	-1.4	3	-2.9	6%	-3%	-19%	3%
COc1cc(-c2[nH]ncc2CN2CCSCC2)cc(OC)c1OC	10%	-2.8	-1	-4.3	12%	7%	-14%	6%
N#CCCCCn1c(-c2cncs2)nc2ccccc21	3%	1.9	-8	1.0	-4%	-6%	-2%	8%
COc1cc(CC(CC(=O)O)CC(C)OCc2ccccc2)cc(OC)c1 (centres undefined)	1%	-0.3	13	-0.4	-13%	-1%	-12%	7%
O=C(O)CCCC(=O)Nc1c(F)c(F)c(F)c(F)c1F	-4%	0.2	5	-3.4	4%	-1%	-2%	4%
COc1ccc(-c2csc(NC(C)c3nc4cc(Cl)c(N5CCCCC5)cc4n3CCCO)n2)cc1 (centres undefined)	-13%	-0.7	10	-2.0	-5%	-13%	2%	-15%
CCN(CC)S(=O)(=O)c1ccc(N(C)Cc2cccc(OC)c2OC)nc1	-27%	-4.8	0	1.0	9%	-2%	-1%	11%
O=C(COc1ccc2c3c(c(=O)oc2c1)CCC3)N1CCN(c2ccccc2)CC1	0%	0.5	0	1.9	0%	-4%	2%	-2%
Cc1ccccc1OCC(=O)Nc1ccc2c(c1)C(=O)c1ccccc1C2=O	13%	-1.8	4	-0.8	6%	7%	-10%	3%
COc1ccc(Cc2nnc(NC(=O)Nc3cccc(OC)c3)s2)cc1	-13%	-0.9	-4	0.6	8%	2%	-1%	4%
CCCN1/C(=C(\C#N)C2=NS(=O)(=O)c3ccccc32)N(C)c2ccccc21	8%	0.2	1	0.2	8%	9%	2%	1%
CC(CC(=O)N1CCc2ccccc21)n1cccn1 (centres undefined)	?	1.1	-3	-0.1	5%	-7%	7%	11%
CCN(CC)S(=O)(=O)c1ccc(Cl)c(C(=O)NC(C)C(c2cccs2)N2CCCC2)c1 (centres undefined)	-18%	-0.6	0	-4.0	10%	-4%	?	8%
COc1cc2c(cc1OC)C(C)N(C(C)=O)CC2 (centres undefined)	28%	-3.8	·	-2.2	3%	-7%	-6%	4%
O=C(O)CC(CNC(=O)C1CCCN1C(=O)OCc1ccccc1)c1ccccc1 (centres undefined)	-2%	-3.0	-2	-2.0	10%	2%	-3%	1%
COc1cc2ccccc2cc1C(=O)OCC(=O)c1c(N)n(C)c(=O)n(C)c1=O	-6%	-1.2	3	-0.2	-3%	-10%	2%	2%
CCNC(=O)OCCC12CC3CC(CC(C3)C1)C2	5%	0.3	3	-2.7	-6%	7%	1%	0%
CC1(C)CC(=O)/C(=C\c2cccc([N+](=O)[O-])c2)C(C)(C)N1	-11%	-1.7	0	0.7	1%	12%	-7%	-15%
Cc1ccc(C)c(Cn2c3ccccc3c3cnn(CC(=O)NCCCN4CCCCC4)c(=O)c32)c1	-5%	-0.6	2	-2.5	8%	5%	-13%	16%

Four entries already listed, ordered by length of the SMILES, lowest first.
SMILES	EPAC1 antag	IL2 activator	PI5P4K alpha inh	CCT chaperon mod	EPAC2 ag	WRN inhibitor	PLK1 PBD inh	EPAC1 ag
COC(=O)C(Cc1ccccc1)NC(=O)CCc1c[nH]c2ccccc12 (centres undefined)	-13%	0.0	-4	-1.4	1%	0%	-5%	1%
COc1ccc(C(=O)Nc2ccc(S(=O)(=O)NC(C)=O)cc2)cc1	-10%	-0.5	·	-2.5	-1%	-8%	-29%	2%
Cc1ccc(S(=O)(=O)NCc2ccc(C(=O)N(C)CCC#N)cc2)cc1	-14%	0.1	1	-1.1	2%	-1%	-3%	0%
CC1CC(C)CN(S(=O)(=O)c2ccc(NC(=O)C3COc4ccccc4O3)cc2)C1 (centres undefined)	-9%	-3.3	-5	-3.4	12%	0%	2%	1%

Next compounds
SMILES	EPAC1 antag	IL2 activator	PI5P4K alpha inh	CCT chaperon mod	EPAC2 ag	WRN inhibitor	PLK1 PBD inh	EPAC1 ag
Cc1nccn1-c1ccc(NC(=O)[C@H]2O[C@@H](n3ccc(=O)[nH]c3=O)[C@H](O)[C@@H]2O)cc1	-7%	-0.1	-1	1.1	4%	1%	1%	6%
COc1ccccc1OCCC(=O)OCC(=O)NCc1ccc(Cl)cc1	-8%	-2.4	3	-1.8	-2%	-20%	-1%	5%
CCOC(=O)c1c(NC(=O)CCC(=O)N2CCOCC2)sc2c1CC(C)(C)OC2	0%	-0.3	5	1.2	-1%	-11%	-12%	-5%
COc1nc(SCC(=O)Nc2ccccc2Cl)nc(N(C)C)n1	4%	-2.2	-2	-0.9	-2%	-3%	2%	-3%
COC(=O)c1ccccc1NC(=O)CSc1nccc(C)n1	-11%	-0.2	1	0.2	0%	-4%	-9%	-7%
CCc1nc2c(OCCn3cccc3)cccn2c1N(C)C(=O)c1cccs1	-3%	-0.5	0	-0.1	4%	-6%	-1%	-7%
Cc1cccc(C(=O)NC2C(=O)NNC2c2ccc(Cl)cc2)c1 (centres undefined)	-6%	-0.8	3	-2.5	8%	-3%	-27%	13%
O=C(COC(=O)c1ccc(OC(F)F)cc1)NC(=O)NC1CCCC1	2%	0.0	7	-0.9	8%	-1%	0%	13%
CCNCc1cc(Br)c(OCC(=O)Nc2ccccc2)c(OC)c1	9%	-2.0	0	-1.0	2%	6%	-1%	-12%
O=C1c2ccccc2C(=O)N1CCCCN(C(=O)c1ccco1)c1ccc(Cl)cc1	4%	2.1	-1	-0.4	8%	-1%	-3%	3%
Cn1c(-c2ccc3nc(N)sc3c2)nc2cc(N)ccc21	0%	-2.1	-28	-0.6	-1%	?	-20%	3%
